Assay outcomes: PubChem BioAssay, several laboratories
Vif inh = HIV Vif inhibition | HEK293T cells, Vif self-association by quenched fluorescence, imaging, 24 h | 340,000 tested, 0.35% active | inhibition, % at 7.49 µM; in the data active = inhibition above about 50%, passing the limit was not always enough; inconclusive = no clear call, values can overlap the other calls; inactive = below about 31%; also: some results filed as inactive read as strong as hits
NR2E3 ag-1 = NR2E3 (human) agonism. Q9Y5X4. GST-NR2E3/biotin-RetCOR TR-FRET, 1536-well. inhibition of corepressor binding, % at 4.78 µM. 320,000 tested, 0.12% active. AID 2300;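 active = percent inhibition above the cutoff of mean plus 3 SD of all tested compounds, set per screening campaign, cut at about 20% in these data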;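 also: 0% = DMSO wells and 100% = biotin wells as full block of FRET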
Target sequence (Q9Y5X4 whole entry, looked up): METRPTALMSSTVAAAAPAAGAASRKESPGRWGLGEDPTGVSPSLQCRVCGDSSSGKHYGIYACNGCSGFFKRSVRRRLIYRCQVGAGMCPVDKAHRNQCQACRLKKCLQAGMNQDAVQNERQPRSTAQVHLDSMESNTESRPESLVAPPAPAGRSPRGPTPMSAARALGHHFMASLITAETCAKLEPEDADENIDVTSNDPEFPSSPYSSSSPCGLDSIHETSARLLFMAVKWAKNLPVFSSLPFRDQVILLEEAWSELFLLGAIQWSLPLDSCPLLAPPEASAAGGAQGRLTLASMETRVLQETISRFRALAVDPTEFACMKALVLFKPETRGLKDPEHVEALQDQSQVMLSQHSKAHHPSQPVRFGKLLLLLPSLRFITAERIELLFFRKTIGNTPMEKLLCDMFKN
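system = GST-tagged NR2E3 plus biotinylated RetCOR corepressor | input = 1.35 nM GST-NR2E3 | also added = 7 nM biotin-RetCOR | schedule = 5 h incubation at 4 °C | measured by = TR-FRET with europium anti-GST and streptavidin-D2, 340 nm excitation | read-out = percent loss of FRET ratio relative to control wells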
Shn3 3UTR inh = inhibitors of Schnurri-3 3'UTR reporter in osteoblasts; 360,000 tested, 0.52% active; Clone20 osteoblast Shn3 3'UTR firefly luciferase, 24 h; inhibition, % at 12.5 µM;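 active = mean inhibition of at least 75% with every replicate also reaching 75%; inconclusive = mean inhibition at least 75% but some replicate below; inactive = mean inhibition below 75%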;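 also: 0% = median of neutral control wells and 100% = pilot-screen positive control compound; some compounds past the cut are filed as inactive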
CaV13 FRET inh = Primary screen for inhibitors of IQ motif and Ca2+-dependent inactivation inhibitor domain binding in CACNA1D, Förster resonance energy transfer in living cells, … | 340,000 tested, 0.098% active | inhibition, % at 12.3 µM | HEK cells, CFP/YFP FRET ICDI-IQ, plate reader, 10 min; percent FRET-ratio fall versus neutral wells;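 active = mean replicate inhibition of at least 30% and at least 1% of replicates passing that level; inconclusive = only one of the two criteria is met; inactive = neither criterion is met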;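 also: 0% = median of the neutral control wells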
HIF-2a inh = blocks HIF-2a reporter activity; 786-0 RCC cells HIF-2a reporter, luciferase luminescence, overnight; 360,000 tested, 0.72% active; inhibition, % at 18.8 µM; AID 624352;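 active = inhibition of the luminescence signal of 40% or more relative to plate controls, in a single-dose primary screen at 18.75 µM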
PDI turbidity = blocks human protein disulfide isomerase activity; PDI insulin aggregation turbidity, A650, 90 min; inhibition, % at 10 µM; 350,000 tested, 0.052% active;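 active = mean inhibition across replicates of 30% or more, whatever share of single replicates reach that level; inconclusive = mean inhibition below 30% while every single replicate reaches 30%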;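 also: absorbance from insulin aggregation driven by PDI reduction with DTT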
Target sequence (P07237 whole entry, looked up): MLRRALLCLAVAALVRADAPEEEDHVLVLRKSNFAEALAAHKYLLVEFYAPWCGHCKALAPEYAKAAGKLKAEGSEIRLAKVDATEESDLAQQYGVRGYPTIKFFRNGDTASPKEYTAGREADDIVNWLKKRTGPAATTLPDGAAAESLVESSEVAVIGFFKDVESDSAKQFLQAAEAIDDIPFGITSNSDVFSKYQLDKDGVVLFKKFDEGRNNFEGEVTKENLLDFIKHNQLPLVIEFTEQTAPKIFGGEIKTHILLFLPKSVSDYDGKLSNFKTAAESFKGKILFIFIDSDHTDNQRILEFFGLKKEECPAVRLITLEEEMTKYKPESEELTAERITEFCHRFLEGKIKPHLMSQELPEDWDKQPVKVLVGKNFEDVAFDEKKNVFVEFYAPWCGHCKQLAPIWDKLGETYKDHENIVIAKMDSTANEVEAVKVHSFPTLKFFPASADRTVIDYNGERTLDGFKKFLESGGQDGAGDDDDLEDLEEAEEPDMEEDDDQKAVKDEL
CF NFkB inh = inhibitors of cystic fibrosis induced NF-kB; inhibition, % at 5 µM; KKLEB NF-kB-GFP reporter, PAF-induced, GFP fluorescence overnight; AID 588850; 360,000 tested, 0.86% active;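 active = at least 50% inhibition at 5 µM, scaled per plate between neutral and stimulator controls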;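 also: PAF is a Pseudomonas aeruginosa culture filtrate used as stimulus; plate controls were PAF-stimulated DMSO wells for no effect and unstimulated DMSO wells for full effect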
NR2E3 ag-2 = human photoreceptor-specific nuclear receptor agonism | Q9Y5X4 | CHO-S Gal4-NCOR/VP16-NR2E3 two-hybrid, luciferase | inhibition of corepressor binding, % at 3.98 µM | 360,000 tested, 0.35% active | AID 602229;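 active = inhibition above the mean of all tested compounds plus 3 SD, cut at about 70% in these data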;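 also: 0% = DMSO with NR2E3 transfected cells and 100% = cells lacking NR2E3 construct; higher means lower luciferase signal from less NR2E3 corepressor binding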
Peg3 prom inh = reduces Peg3 promoter-driven luciferase expression in HeLa; HeLa PEG-Prom luciferase reporter, luminescence, overnight; inhibition, % at 20 µM; 360,000 tested, 1.7% active;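 active = inhibition of at least 50% at 20 µM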
KKLEB cytotox = CF airway cell cytotoxicity counter-screen; 360,000 tested, 0.36% active; KKLEB CF airway cells viability, ATPlite luminescence, overnight; stronger effect = lower value; cells stimulated with P. aeruginosa culture filtrate; activity change (cytotoxicity), % at 5 µM;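 active = corrected activity change at or below -50% at 5 µM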
MITF TRPM1 inh = MITF TRPM1 promoter inhibition in SK-MEL-5 cells; SK-MEL-5 TRPM1 promoter luciferase, 24 h; inhibition, % at 12.5 µM; 330,000 tested, 0.83% active;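 active = mean inhibition across replicates of 60% or more, whatever share of single replicates reaches that level; inconclusive = some that reach 60%, reason not given; inactive = mean inhibition across replicates below 60%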; also: values of inactives mirror those of a sister screen read the other way
* = called active by the depositor; ? = inconclusive; nt = not tested or not shown.

SMILES	Vif inh	NR2E3 ag-1	Shn3 3UTR inh	CaV13 FRET inh	HIF-2a inh	PDI turbidity	CF NFkB inh	NR2E3 ag-2	Peg3 prom inh	KKLEB cytotox	MITF TRPM1 inh
CC(C)(C)C(=O)Nc1ccc(S(=O)(=O)N2CCC(c3nc4ccccc4[nH]3)CC2)cc1	2	-4	16	-5	22	-22	3	-9	25	2	2
N=c1sccn1CC(=O)Nc1ccccc1-c1ccccc1	13	1	13	-5	3	0	2	-18	17	4	8
O=C(O)c1ccccc1-c1ccc(/C=c2\sc3nc4cc(Br)cnc4n3c2=O)o1	nt	4	9	nt	-23	-3	-18	12	3	-1	18
CSc1ncnc2c1ncn2CCCNCC(c1ccccc1)c1ccccc1	2	nt	10	-6	-5	-5	-14	-13	3	1	nt
CCCc1nc(N)c(C#N)c(-c2ccco2)c1CC	-19	-3	5	-3	4	1	25	-49	22	-8	19
CCOC(=O)C1CCN(C(=O)c2ccc3c(Cl)c4c(nc3c2)CCCC4)CC1	-11	1	-10	-2	-229	0	11	-116	-177	-7	-1
COc1ccc(C(=O)NCc2cnn(C)c2)cc1OC1CCN(C(C)C)CC1	0	1	2	-5	9	15	-2	13	-2	4	0
NC(=O)CC(NC(=O)Cc1ccc(Cl)cc1)c1ccc(NC2CCCCCCC2)c([N+](=O)[O-])c1 (configuration not stated)	2	4	-27	-4	4	3	-37	-6	1	8	-6
COc1ccc(NC(C)=O)cc1S(=O)(=O)N1CCN(C(=O)c2ccccc2F)CC1	0	0	-9	5	1	2	-3	8	8	-5	11
O=C(NCCCn1ccnc1)c1cc2ccccc2o1	-4	-2	-3	-12	3	4	6	-30	1	1	-15
COC(=O)c1cc(NC(=O)c2c(Cl)nc3sccn23)cc(C(=O)OC)c1	-8	0	-7	-6	22	2	13	-5	27	-25	28
CCOC(=O)C(C)n1nc(/C=C/c2ccc(OC)cc2)ccc1=O (configuration not stated)	0	-4	-15	-1	2	-5	-2	-9	-2	-15	-3
CCN(CC)C(=O)c1cc2c(=O)oc3ccccc3c2s1	2	4	-14	-5	11	-3	14	-42	-7	-3	-6
CN1CCN(CC(=O)NC(=O)NC2CCCCC2)CC1	-1	-1	-17	-3	5	5	2	-30	5	8	-1
Brc1ccc(CSc2nnc(-c3ccco3)o2)cc1	-5	-3	-33	nt	-203	-2	-13	-53	-183	5	-30
Cc1ccc(S(=O)(=O)Nc2nncs2)cc1	7	2	3	-6	-2	-5	0	7	10	12	-4
O=C(NCC1(c2ccccc2)CCCC1)c1cccc(Br)c1	-8	3	15	nt	16	-8	-4	-40	26	-2	3
O=C(COC(=O)CNC(=O)c1ccc(Cl)cc1)Nc1cccc(S(=O)(=O)N2CCCC2)c1	9	-5	nt	-7	11	-2	-10	-8	1	9	-11
CC(=O)c1sc(NC(=O)c2ccc(C)c(C)c2)nc1C	-8	-1	-152	-7	-284	-1	-18	-78	-316	2	-62
O=C(Nc1cc(N2CCOCC2)ncn1)Nc1cccc2ccccc12	-3	0	-21	-5	-48	-8	33	-35	-8	-13	-19
CC(C)(C)C(=O)/C=C(N)/C=C/c1ccccc1	-28	6	-62	-6	-135	5	-15	-35	-154	-2	-74
COCCn1c(NC(=S)NC(=O)C2CC2)cc(=O)[nH]c1=O	-5	-1	7	-3	8	5	3	-14	8	3	-13
CSCC(C)N1CCC(n2nccc2NC(=O)c2ccc3c(c2)OCO3)CC1 (configuration not stated)	0	-2	-5	-2	12	2	1	12	16	6	1
CCN(CC)c1ccc(NC(=O)CCN2C(=O)c3ccccc3S2(=O)=O)c(C)c1	-3	-3	11	-8	1	6	-17	-1	-11	10	7
Cn1ccc2c(-c3cccc4ccccc34)cc3c(c21)C1CCC3O1 (configuration not stated)	nt	nt	12	-6	-20	nt	2	-27	-24	4	nt
COc1ccccc1OCCn1c(CO)nc2ccccc21	-2	2	6	nt	-13	1	-1	-11	-5	4	3
COC(=O)Cn1c(CN(C)Cc2ccccc2)nc2c1c(=O)n(C)c(=O)n2C	-4	7	24	-5	18	-1	3	-18	0	8	-13
C[C@@H]1CN([C@@H](C)CO)C(=O)CCCn2nncc2CO[C@@H]1CN(C)C(=O)Nc1ccccc1F	-1	nt	-15	-3	4	1	-6	-27	-5	0	nt
COc1ccc(NC(=O)c2cc(-c3cc(Cl)ccc3C)n[nH]2)cc1OC	nt	nt	9	-5	-46	-1	-38	-57	-32	-1	nt
CCSc1nnc(-c2cc3c(s2)-c2ccccc2CC3)o1	7	2	-18	nt	-250	-1	-6	-11	-190	2	-5
C/C(CC(=O)Nc1ccc2c(c1)OCO2)=N\NC(=O)c1ccc(N)cc1	2	2	-13	-21	2	5	-12	-42	5	-4	1
O=C(COc1ccc(S(=O)(=O)N2CCOCC2)cc1)N1CCc2ccccc2C1	-8	-1	12	-1	20	0	4	3	-2	-4	1
COc1ccc(NC(=O)C[C@H]2C(=O)N(c3ccc(Br)cc3)C[C@@H]2C)cc1	1	nt	3	-8	0	6	20	-20	6	0	nt
O=C(NCCCN1CCOCC1)c1cc(-c2ccc(Cl)cc2)on1	-4	1	7	-7	34	2	-20	4	-3	17	-4
CC(=O)N(/N=C/c1ccc([N+](=O)[O-])o1)c1nc2ccccc2c(=O)n1-c1ccccc1	0	0	-18	-2	-8	-2	-15	7	13	-2	11
Cc1cccc(N2CC(C(=O)Nc3nnc(SCC(=O)Nc4cc(C)on4)s3)CC2=O)c1 (configuration not stated)	6	-1	-10	-5	24	-16	-4	-10	5	3	3
COC(=O)CNC(=O)c1cn(-c2ccc(C)c(C)c2)c(=O)c2ccccc12	-5	-3	8	-2	15	-5	2	21	17	11	-10
CCN(CC)CCNC(=O)C(=O)NCC1OCCN1S(=O)(=O)c1ccc(Cl)cc1 (configuration not stated)	-1	0	1	-7	10	-2	13	-2	10	16	-14
Cc1cc(C)c2c(n1)SCC(=O)N2CC(=O)NCCC1=CCCCC1	-6	2	4	7	5	0	-37	-34	-6	6	1
COc1ccc(OCCN2CCC(C(=O)NC(c3ccsc3)c3ccccc3C)CC2)cc1 (configuration not stated)	5	nt	20	-9	-5	?	18	-12	13	-7	nt

Rewritten with values under each structure: entries from further up.
Order of results: Vif inh, NR2E3 ag-1, Shn3 3UTR inh, CaV13 FRET inh, HIF-2a inh, PDI turbidity, CF NFkB inh, NR2E3 ag-2, Peg3 prom inh, KKLEB cytotox, MITF TRPM1 inh
COCCn1c(NC(=S)NC(=O)C2CC2)cc(=O)[nH]c1=O
 : -5, -1, 7, -3, 8, 5, 3, -14, 8, 3, -13
CSCC(C)N1CCC(n2nccc2NC(=O)c2ccc3c(c2)OCO3)CC1 (configuration not stated)
 : 0, -2, -5, -2, 12, 2, 1, 12, 16, 6, 1

Further structures:
SMILES	Vif inh	NR2E3 ag-1	Shn3 3UTR inh	CaV13 FRET inh	HIF-2a inh	PDI turbidity	CF NFkB inh	NR2E3 ag-2	Peg3 prom inh	KKLEB cytotox	MITF TRPM1 inh
COc1ccccc1OCC(=O)Nc1nonc1NC(=O)COc1ccccc1OC	1	-2	-26	-5	16	-5	15	-9	-11	-12	-8
O=C1CSC(=Nc2cc(Cl)ccc2Cl)N1	-4	0	1	-6	6	0	-12	-2	9	-3	4
Cc1cc(=O)oc2cc(OCC(=O)NCCCN3CCOCC3)c(Cl)cc12	0	0	0	-3	10	-1	-24	-15	0	18	2
Cc1ccc(NC(=S)N2CCC(N(C)CC3CCCO3)CC2)c(C)c1 (configuration not stated)	2	5	-8	-5	22	-1	12	2	6	-1	7
CCCOc1ccc(C(CC(=O)O)NC(=O)Cc2ccccc2)cc1 (configuration not stated)	10	2	-14	-4	12	7	2	6	8	1	-21
Cc1cc(=O)n2[nH]c(SCc3c(F)cccc3Cl)nc2n1	6	-2	24	-21	5	16	7	-22	2	16	-2
O=[N+]([O-])c1ccc(NC(=S)N/C(=N/CS(=O)(=O)c2ccccc2)c2ccccc2)cc1	5	0	-9	-3	-158	15	-17	-22	-132	0	-66
CCn1c(CCNC(=O)c2ccco2)nc2ccccc21	17	-3	13	-19	0	2	-4	-12	3	12	0
COc1ccc(C(=O)NCc2nnc(SCC(=O)Nc3ccccc3OC)o2)cc1	2	1	9	-2	9	4	9	5	-7	4	1
CCN=c1sc2ccccc2n1CC(O)COc1ccccc1 (configuration not stated)	nt	2	0	0	24	-1	13	-4	18	-7	-14
CCCn1c(NC(=O)CN2C(=O)NC3(CCCC3)C2=O)nc2ccccc21	nt	0	6	-5	15	1	-13	-5	-29	5	-7
COc1ccc(C(CNC(=O)c2ccc(Cl)c(S(=O)(=O)N3CCCC3)c2)N2CCCC2)cc1 (configuration not stated)	3	2	36	-2	-1	0	7	-8	-5	-10	-26
COc1ccc([C@H]2CC(=O)C=C(c3ccc(C(F)(F)F)c(C(F)(F)F)c3)C2)cc1OC	0	2	-1	-12	4	1	31	12	-10	-28	1
CSCC(C)N1CCC(Oc2cccc(C(=O)NCc3ccccn3)c2)CC1 (configuration not stated)	-2	0	-8	-11	7	9	23	-6	12	-8	6
CCOC(=O)C1CCN(Cc2ccc(F)c(F)c2)CC1	2	0	-29	-3	1	6	-1	-23	7	14	-12
CC(Sc1nnnn1-c1cccc(F)c1)C(=O)NC1CCCC1 (configuration not stated)	-5	2	3	-5	-3	12	-2	-14	12	10	9
COc1ccccc1CNC(=O)CCc1nc2ccccc2c(=O)[nH]1	12	4	5	-5	8	0	4	11	8	5	5
CN1CCN(S(=O)(=O)c2cccc(C(=O)NCCOc3ccccc3F)c2)CC1	9	-1	7	-6	-14	0	23	-6	-1	-16	-7
CC1CCN(S(=O)(=O)c2ccc(C(=O)N3CCOCC3)cc2)CC1	16	-4	1	-3	17	6	-18	-21	7	4	1
COC(=O)c1ccc(CSCC(=O)Nc2cc(OC)cc(OC)c2)o1	-2	0	-3	-5	10	-8	7	1	14	-8	5
O=C(O)c1cc(-c2ccc(Cl)s2)nc2ccccc12	-6	8	-39	-6	-54	0	-7	-56	-31	-6	-8
Cc1cc(C)nc(OC(C(=O)O)C(OCCC(C)C)(c2ccccc2)c2ccccc2)n1 (configuration not stated)	1	0	-3	1	8	8	-13	2	11	14	4
C=CCC(=O)N1CCCC(CNC(=O)c2ccc(-c3ccccc3)cc2)C1 (configuration not stated)	-4	0	-12	-9	-55	-9	-16	-5	-38	2	-21
Cc1ccc(S(=O)(=O)C2(C(=O)N3CCN(c4cc(C)ccc4C)CC3)CC2)cc1	-4	3	7	-15	13	21	14	-27	15	6	9
Fc1ccc(/C=N/NC(=S)Nc2cccnc2)cc1	11	2	-6	-4	-146	-3	-19	-7	-58	3	-7
O=C(NCCOc1ccccc1Cl)C(=O)Nc1ccccc1	3	-1	-3	-19	-71	-2	5	-17	-54	-17	-2
